SUMO Mot1 rescue: blocks SUMOylation pathway, rescuing yeast Mot1-301 growth; S. cerevisiae Mot1-301 growth rescue, ATP luminescence, 38.5C; percent above DMSO median, 100 means doubled; growth rescue, % at 18.8 µM; 320,000 compounds, 1% hits; AID 2716;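 active = every valid replicate shows activation above 250% relative to neutral control wells; inactive = the rest, any valid replicate at or below 250%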;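 also: OY570 slx delta 5 strain wells were the positive control but not used for scaling; some compounds called inactive have numbers as strong as hits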
PfHsp90 set2: reduces growth (ATP signal) of yeast expressing P. falciparum Hsp90. S. cerevisiae expressing PfHsp90, BacTiter-Glo ATP, 48 h; yeast lacking PDR1 and PDR3 efflux regulators. inhibition, % at 9.4 µM. 310,000 compounds, 0.32% hits. AID 504621;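 active = every replicate shows inhibition above about 80%, whatever the replicate mean, limit read from the data; inconclusive = mean inhibition reaches the set limit but some replicate falls short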;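 also: 0% = DMSO neutral controls and 100% = 20 µM radicicol positive controls; yeast relying on Plasmodium falciparum Hsp90 in place of its own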
PKA-R1A act: activates the PKA-R1A holoenzyme complex; P00514+P68181; PKA-R1A dissociation, Cy5-IP20 fluorescence polarization; scaled: DMSO 0%, 113 µM cGMP 100%; activation, % at 11.4 µM; 340,000 compounds, 0.083% hits; AID 504707;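 active = percent activation above the mean of all tested compounds plus 3 SD, cut at about 19% in these data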;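 also: higher means more PKAc released from R1A so a rise in polarization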
HTR5A inv ctr: inverse agonist of human HTR5A in OPRM1-OPRD1 counter-screen; HTR5A cell line, luminescence, inverse agonism; P47898; 340,000 compounds, 0.083% hits; inhibition, % at 9.3 µM; in the data active = inhibition mostly above about 23%, no sharp cut-off; inactive = mostly below about 18%;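 also: 0% = cells with DMSO and 100% = no-cell wells with DMSO; some compounds called inactive have numbers as strong as hits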
Target sequence (P47898 whole entry, looked up): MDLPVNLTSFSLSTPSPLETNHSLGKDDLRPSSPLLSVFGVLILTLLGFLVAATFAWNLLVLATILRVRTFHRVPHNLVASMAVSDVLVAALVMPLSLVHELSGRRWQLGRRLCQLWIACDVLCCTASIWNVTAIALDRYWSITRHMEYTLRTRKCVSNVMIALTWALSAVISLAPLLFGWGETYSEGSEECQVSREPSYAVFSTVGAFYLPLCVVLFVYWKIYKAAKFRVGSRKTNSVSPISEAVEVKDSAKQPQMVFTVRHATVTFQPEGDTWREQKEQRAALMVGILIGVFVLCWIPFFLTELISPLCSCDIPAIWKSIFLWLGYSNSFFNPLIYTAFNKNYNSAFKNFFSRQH
MOR-DOR ag: OPRM1-OPRD1 heterodimerization agonism; P35372+P41143; cells, luminescence; activation, % at 9.3 µM; 340,000 compounds, 0.3% hits; in the data active = activation above about 18%;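 also: 0% = vehicle-treated cells and 100% = reference agonist; values of inactives mirror those of a sister screen read the other way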
Ecoli viability: reduces bacterial viability in AddAB counter-screen | inhibition, % at 11.9 µM | 330,000 compounds, 0.27% hits | E. coli V3065 growth, OD600 absorbance, 18 h;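 active = inhibition above the campaign's mean inhibition across all tested compounds plus 3 SD, cut at about 9.9% in these data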;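 also: uninfected addAB+ strain grown without phage in ampicillin broth; 0% = DMSO wells and 100% = ciprofloxacin 0.95 µg/ml wells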
AddAB inh: less growth of phage-infected E. coli with AddAB; inhibition, % at 11.9 µM; 330,000 compounds, 0.29% hits; E. coli expressing H. pylori AddAB, absorbance growth; in the data active = inhibition above about 12%;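 also: 0% = vehicle wells of infected cells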
Tat transport: inhibitors of E. coli Tat protein transport; E. coli MC4100 TorA-mCherry Tat export, fluorescence; inhibition, % at 10 µM; 340,000 compounds, 0.036% hits; AID 488895;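 active = mean replicate inhibition at least 50% and at least half of replicates individually reaching 50%; inconclusive = only one of the two criteria met; inactive = neither criterion met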;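 also: exported cargo escapes ClpAP degradation while cytoplasmic cargo is degraded and loses fluorescence; 0% = median of neutral control wells and 100% = median of NaSCN control wells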
phage Ecoli inh: E. coli growth loss with phage present. growth absorbance. 360,000 compounds, 0.26% hits. inhibition, % at 11.9 µM; in the data active = inhibition above about 11%
MOR-DOR inv ag: inverse agonists of human mu-delta opioid receptor heterodimerization; cell-based MOR-DOR heterodimer luminescence, inverse agonism; AID 504357; P35372+P41143; 340,000 compounds, 0.21% hits; inhibition, % at 9.3 µM; in the data active = inhibition above about 22%, passing the limit was not always enough;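 also: 0% = cells with DMSO and 100% = wells without cells with DMSO; values of inactives mirror those of a sister screen read the other way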
PKA-R2B act: activates the human PKA-R2B holoenzyme complex; P22694+P31323; PKA-R2B holoenzyme dissociation, Cy5-IP20 fluorescence polarization; R2B truncated from residue 108, S112A mutant; 0% DMSO only, 100% 113 µM cGMP; activation, % at 11.4 µM; 340,000 compounds, 0.079% hits; AID 504700;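 active = activation above a cutoff set at the mean over all compounds plus 3 SD, cut at about 18% in these data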;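 also: higher means more holoenzyme dissociation and a rise in polarization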
Target sequence (P31323 whole entry, looked up, other chains not shown, the tested form may be a part): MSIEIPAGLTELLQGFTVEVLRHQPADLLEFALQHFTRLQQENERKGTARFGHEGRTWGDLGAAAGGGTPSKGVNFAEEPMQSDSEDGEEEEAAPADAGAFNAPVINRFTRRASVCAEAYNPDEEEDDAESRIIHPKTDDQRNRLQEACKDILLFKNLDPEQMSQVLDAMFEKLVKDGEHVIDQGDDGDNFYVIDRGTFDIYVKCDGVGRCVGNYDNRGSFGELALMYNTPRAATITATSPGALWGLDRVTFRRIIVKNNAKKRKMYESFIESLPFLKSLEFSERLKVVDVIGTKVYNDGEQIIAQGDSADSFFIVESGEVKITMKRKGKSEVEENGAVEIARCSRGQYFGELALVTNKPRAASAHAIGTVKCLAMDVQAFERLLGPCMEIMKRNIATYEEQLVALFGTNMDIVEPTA
Active calls of the source: *; i = inactive; ? = inconclusive; . = no result given.

SMILES | SUMO Mot1 rescue | PfHsp90 set2 | PKA-R1A act | HTR5A inv ctr | MOR-DOR ag | Ecoli viability | AddAB inh | Tat transport | phage Ecoli inh | MOR-DOR inv ag | PKA-R2B act
CCOc1ccc(NC(=O)C2CCCCN2S(=O)(=O)c2ccccc2)cc1 (centres undefined) | . | 48 | 6 | 7 | 2.3 | 0.2 | -0.2 | 0 | 3.8 | -10 | -2
Fc1ccccc1-c1nc(-c2ccccc2)no1 | 88 | -9 | 0 | -5 | -2.2 | -2.4 | -1.2 | 9 | 3.6 | 13 | 2
Cc1cc2c(ncn2C)c(NS(=O)(=O)c2cc(Cl)ccc2Cl)c1C | -14 | . | 8 | 7 | -0.3 | -3.6 | -1.5 | 1 | 2.1 | 2 | 7
CC(=O)Cc1nsc(Nc2ccc3c(c2)OCCO3)n1 | -10 | 7 | 3 | 17 | -0.6 | 3.2 | 4.2 | -5 | -0.8 | 3 | -4
CCS(=O)(=O)N1CCC(C(=O)NCc2ccccc2OC)CC1 | -6 | -3 | 0 | 3 | -0.5 | 1.7 | 2.0 | -1 | 3.0 | 3 | 9
Nc1nc(-c2cccnc2)nn1C(=O)Cc1ccccc1 | -10 | -3 | -6 | -26 | -0.8 | -1.9 | -0.2 | 0 | 1.0 | 4 | 1
Cc1ccc(CNC(=O)CSc2nc3ccsc3c(=O)n2NC(=O)c2ccccc2)cc1 | i | 2 | -6 | -1 | -2.3 | -0.2 | 0.3 | -4 | 2.0 | 11 | -7
CCOC(=O)C1CCN(CC(=O)Nc2ccc(OC)c(S(=O)(=O)N3CCCCC3)c2)CC1 | 5 | 19 | -3 | -9 | -2.0 | 0.1 | 0.4 | -17 | 2.7 | 10 | -2
COc1cc(NC(=O)c2cccs2)c(C(=O)OCC(=O)NCc2ccco2)cc1OC | -2 | 1 | -5 | 5 | -2.5 | -2.4 | 1.6 | 2 | 2.5 | 12 | -8
O=c1oc(-c2ccc(Br)cc2)nc2ccccc12 | 83 | -5 | -6 | -22 | -0.6 | 1.0 | 4.7 | 5 | 1.9 | 3 | 7
COc1cccc(C(=O)Nc2nc3c(s2)CN(C)CC3)c1 | 7 | -6 | -8 | 2 | -2.2 | 0.8 | 3.1 | -12 | 1.0 | 13 | 0
O=C(Cn1c(=O)oc2cc(S(=O)(=O)N3CCc4ccccc43)ccc21)N1CCCCC1 | 10 | 4 | -2 | -5 | 0.1 | -1.3 | 1.7 | ? | 2.7 | 0 | -4
CCC1S/C(=N/N=C/c2ccco2)NC1=O (centres undefined) | -4 | -2 | 0 | 8 | -1.8 | 0.3 | 4.1 | -5 | 1.8 | 9 | 1
CCc1cccc(NC(=O)CCC(=O)N2CCSc3ccccc32)c1 | -4 | -24 | -2 | 2 | 4.8 | 0.3 | 5.0 | 8 | 3.3 | -25 | -1
Cc1ccc(Nc2nnc(SCC(=O)NCC3CCCO3)s2)cc1C (centres undefined) | -17 | 7 | -7 | 0 | -0.4 | 1.9 | -0.7 | -6 | 6.0 | 1 | -10
O=c1c2ccccc2cnn1Cc1n[nH]c(=S)n1-c1ccc(F)cc1 | -23 | -10 | -10 | 15 | -0.2 | 0.6 | -1.1 | -2 | 3.0 | 1 | -10
COc1cc(C(C(=O)NC2CCCCC2)N(CCN2CCOCC2)C(=O)C2COc3ccccc3O2)cc(OC)c1OC (centres undefined) | -4 | 1 | -9 | 2 | 0.7 | 1.0 | 2.5 | 2 | 2.1 | -4 | -5
CCOc1ccc(NS(=O)(=O)c2cc(C(=O)N3CC(C)OC(C)C3)ccc2C)cc1 (centres undefined) | 9 | -2 | -8 | -4 | -2.5 | 2.2 | 2.4 | -5 | 0.3 | 13 | -2
Cc1ccc(-c2cn3c(n2)SCC3)cc1 | 9 | 23 | 5 | 2 | 1.0 | 1.3 | 2.9 | 2 | 6.1 | -7 | -9
CCOCCn1c(=O)c2c(nc3n2CCN3c2ccc(C)cc2)n(C)c1=O | 69 | 16 | -3 | . | . | -0.4 | 0.3 | -5 | 0.8 | . | -8
Cc1ccc2cc3c(nc2c1)OCC3 | 1 | 9 | 0 | 1 | -1.8 | 2.6 | 2.7 | 3 | 3.6 | 10 | -3
C=CCc1cc(Cl)ccc1OCCOCCNC(C)(C)C | . | 10 | -20 | 14 | 0.0 | -1.3 | 1.7 | 1 | 4.2 | 0 | 6
COc1ccc(NC(=O)CN(C)C(=O)c2ccc3c(c2)OCCO3)cc1 | 2 | 3 | -16 | -6 | -1.2 | 1.5 | -0.5 | -4 | 4.0 | 6 | 0
Cc1nc(NC(=O)c2cc3ccccc3o2)sc1C | 191 | 8 | 2 | -11 | -0.9 | -0.2 | 2.7 | 1 | 2.6 | 5 | 9
CCCOc1ccc(C(=O)CCC(=O)OCC(=O)N(C)c2c(N)n(Cc3ccccc3)c(=O)[nH]c2=O)cc1 | 1 | -6 | 5 | -41 | -3.4 | 0.2 | 0.0 | 0 | 3.7 | 18 | -6
Cc1nc(N)ncc1Sc1ccc(Cl)cc1 | 23 | 8 | -5 | 5 | 0.5 | 0.0 | 2.0 | -13 | 2.6 | -3 | -12
COc1ccc([N+](=O)[O-])cc1NC(=O)CSCc1ccc(Br)cc1 | -11 | -8 | -8 | 5 | -1.6 | -1.3 | 5.3 | 10 | 2.0 | 9 | 0
CC(=O)NCCC1CCCCN1C(=O)c1cc(COc2cc(C)ccc2C)on1 (centres undefined) | 267 | -1 | -1 | -7 | -2.3 | -0.2 | 2.5 | 6 | -0.1 | 12 | -5
CC(=O)NCCC(=O)Nc1cc(S(=O)(=O)N2CCCCC2)ccc1Oc1cccc(C)c1 | 58 | -30 | -6 | 16 | 1.5 | . | . | 4 | -2.0 | -8 | -2
COC(=O)c1cc(NCc2cccs2)ccc1N1CCOCC1 | 69 | 6 | -13 | -12 | -2.0 | 1.6 | 1.8 | -7 | 2.0 | 11 | 6
[O-]C(=C(C(=S)Nc1cccc2ccccc12)[n+]1cccc(CO)c1)c1ccc(Cl)s1 | . | 3 | -5 | 0 | 4.3 | . | . | -8 | 1.8 | -21 | 4
O=S(=O)(Nc1nc2ccccc2[nH]1)c1ccccc1 | 1 | . | -4 | -16 | -4.2 | -1.0 | 1.3 | -2 | -0.3 | 22 | 3
Cc1noc(C)c1CN(C(=S)NC1CC1)c1ccccc1 | 186 | 5 | -2 | -9 | -1.3 | -4.7 | -2.5 | -5 | 1.4 | 7 | -6
CSc1ccccc1OCc1cc(C(=O)N2CCCC2c2nonc2C)no1 (centres undefined) | 6 | 17 | -3 | 6 | -2.3 | 0.9 | -0.3 | 9 | 3.3 | 12 | -8
CCOc1ccc(OCC)c(NC(=O)CSc2nc3cccnc3n2C)c1 | -16 | -6 | -1 | 23 | -2.3 | 1.4 | 2.2 | -13 | 1.3 | 10 | -6
Cc1cc(C(=O)O)ccc1-c1ccc(/C=N/n2cnnc2)o1 | 24 | 3 | -4 | -3 | -1.2 | . | . | -3 | 1.2 | 6 | 4

Filtered by structure, the entries above with an NH in an aromatic ring (3)
SMILES | SUMO Mot1 rescue | PfHsp90 set2 | PKA-R1A act | HTR5A inv ctr | MOR-DOR ag | Ecoli viability | AddAB inh | Tat transport | phage Ecoli inh | MOR-DOR inv ag | PKA-R2B act
O=c1c2ccccc2cnn1Cc1n[nH]c(=S)n1-c1ccc(F)cc1 | -23 | -10 | -10 | 15 | -0.2 | 0.6 | -1.1 | -2 | 3.0 | 1 | -10
CCCOc1ccc(C(=O)CCC(=O)OCC(=O)N(C)c2c(N)n(Cc3ccccc3)c(=O)[nH]c2=O)cc1 | 1 | -6 | 5 | -41 | -3.4 | 0.2 | 0.0 | 0 | 3.7 | 18 | -6
O=S(=O)(Nc1nc2ccccc2[nH]1)c1ccccc1 | 1 | . | -4 | -16 | -4.2 | -1.0 | 1.3 | -2 | -0.3 | 22 | 3

The list continues.
SMILES | SUMO Mot1 rescue | PfHsp90 set2 | PKA-R1A act | HTR5A inv ctr | MOR-DOR ag | Ecoli viability | AddAB inh | Tat transport | phage Ecoli inh | MOR-DOR inv ag | PKA-R2B act
Cc1cc(NC(=O)CSc2nnc(CNc3ccc(F)cc3)n2C2CCCCC2)no1 | . | -13 | -11 | 2 | -1.9 | -2.7 | -2.6 | -3 | 3.4 | 10 | 4
CCOC(=O)c1sc(NC(=S)NC(=O)c2ccccc2Cl)c(C(=O)OCC)c1C | . | -21 | -6 | 13 | 3.5 | 2.1 | 1.6 | 17 | -1.4 | -17 | 2
Cc1ccccc1-c1nnc(SCC(=O)Nc2ccc3c(c2)OCCO3)n1N | -1 | 11 | -12 | 11 | -3.0 | -0.1 | -2.4 | -7 | 0.5 | 15 | 2
COc1ccc(OC)c(N(CC(=O)O)S(=O)(=O)c2ccc(OC)c(OC)c2)c1 | 3 | 3 | 0 | 2 | -0.4 | -0.7 | -0.3 | -6 | -1.7 | 2 | -8
CCN(CC)CCn1c2ccccc2c2nc3ccc([N+](=O)[O-])cc3cc21 | 11 | 9 | . | . | . | -1.3 | 2.9 | 1 | 1.2 | . | .
Cc1noc(NS(=O)(=O)c2ccc(NC(=O)c3ccoc3C)cc2)c1C | 14 | . | -7 | -20 | 0.7 | -0.6 | 0.9 | ? | 1.1 | -4 | -24
COC(=O)[C@@]12CCCCN1[C@H](c1ccc(SC3CCCCC3)c(OC)c1)[C@@H]1C(=O)N(C)C(=O)[C@@H]12 | -33 | -4 | -16 | 0 | 5.4 | 0.1 | 1.9 | 15 | 0.1 | -30 | 3
CC(=O)N1CCN(C(=O)COC(=O)CNC(=O)c2ccccc2C)CC1 | 4 | . | -4 | 1 | -1.1 | 0.1 | 1.0 | 11 | 2.5 | 7 | -10
CCCc1nnc(SCC(=O)N2CCOCC2)n1C | 14 | . | 4 | -4 | -1.3 | -2.8 | 0.9 | 5 | 0.3 | 7 | 0
CCN(C(=O)CN1C(=O)NC2(CCc3ccccc32)C1=O)C1CCS(=O)(=O)C1 (centres undefined) | -10 | 1 | -19 | 8 | -2.7 | 1.0 | 3.3 | -6 | 1.5 | 11 | 2
COc1cc2cc(Oc3ccc4ccc(=O)oc4c3)c(=O)oc2cc1OC1OC(COC(=O)CC(C)(O)CC(=O)O)C(O)C(O)C1O (centres undefined) | -9 | -5 | -5 | -9 | -1.9 | 4.0 | 5.4 | 4 | 3.2 | 9 | -6
COc1ccc(N2C(=O)CSC2c2cccc(F)c2)c(OC)c1 (centres undefined) | 24 | -7 | -5 | 3 | -1.3 | 0.1 | -0.6 | 8 | -1.2 | 8 | 5
Cc1nnc(SCc2c(Cl)cccc2Cl)s1 | -2 | 50 | -8 | -36 | -1.6 | -0.9 | 2.7 | -4 | 1.8 | 7 | 2
O=C(NC(=O)c1cccc(F)c1)OC[C@@H]1CCCN2CCCC[C@H]12 | 4 | 11 | -1 | -6 | -1.6 | -0.4 | 2.0 | -6 | 1.0 | 9 | 7
COc1ccc(OC)c(N(CC(=O)Nc2cccnc2)S(=O)(=O)c2ccccc2)c1 | -15 | -7 | -6 | 9 | 14 | 0.4 | 0.8 | -6 | 2.0 | -71 | 1
